Compound activity as filed in PubChem.
USP2a inh = blocks human ubiquitin-specific protease USP2a; Potency, µM (doses to about 38.3 µM), for the others: at the highest dose activity change, negative = inhibition, most hits filed as inhibitors; O75604; 330,000 compounds, 0.01% hits; USP2 core, Ub-CHOP2 coupled fluorogenic reporter, 485/531;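 note: potency is the fitted concentration of half-maximal effect; plate controls were DMSO wells for no effect and full inhibition by NEM control for full effect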
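Deubiquitinase activity read as fluorescence (485/531 nm) after Ub-CHOP2 cleavage activates the enterokinase reporter on its substrate; USP2 core 10nM, Ub-CHOP2 and substrate 25nM each, 30min compound preincubation then 60min RT; data normalized to NEM, curves fitted.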
ELG1 genotoxic = genotoxicity induction in ELG1-luciferase HEK293T cells. HEK293T ELG1-luciferase reporter, luminescence, 16 h. Potency, µM (series often up to 46 µM), for inactives: at the highest dose activity change, positive = activation, hits mostly activators. 330,000 compounds, 1.3% hits; note: potency is the fitted concentration of half-maximal effect; % of control where 0% means no effect; nearly all actives have a fitted effect of over 60% in size
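Genotoxicity was scored as increased ELG1-luciferase reporter signal, measured by ONE-Glo luminescence (30 min, room temperature). Compound or vehicle exposure of the HEK293T reporter cells lasted 16 hr at 37°C.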
TSG101-PTAP inh = blocks PTAP/TSG101 interaction to inhibit HIV-1 budding; Q99816; Fluorescence polarization, FITC-PTAP peptide / Tsg101 binding; Potency, µM (titrated, usually from 115 µM), without a hit: at the highest dose activity change, negative = inhibition, actives largely listed as inhibitors; 340,000 tested, under 10 active; AID 493005; active = well fitted inhibition curve with a large enough effect in the main read-out, with a control signal flat, not every such curve was filed as active; inconclusive = small, poorly fitted or top-dose-only effect, or effect the other way, or a change in a side signal; inactive = no such curve, though single readings can be large or run the other way; note: potency is the fitted concentration of half-maximal effect; % of control where 0% means no effect
Target sequence (Q99816 whole entry, looked up): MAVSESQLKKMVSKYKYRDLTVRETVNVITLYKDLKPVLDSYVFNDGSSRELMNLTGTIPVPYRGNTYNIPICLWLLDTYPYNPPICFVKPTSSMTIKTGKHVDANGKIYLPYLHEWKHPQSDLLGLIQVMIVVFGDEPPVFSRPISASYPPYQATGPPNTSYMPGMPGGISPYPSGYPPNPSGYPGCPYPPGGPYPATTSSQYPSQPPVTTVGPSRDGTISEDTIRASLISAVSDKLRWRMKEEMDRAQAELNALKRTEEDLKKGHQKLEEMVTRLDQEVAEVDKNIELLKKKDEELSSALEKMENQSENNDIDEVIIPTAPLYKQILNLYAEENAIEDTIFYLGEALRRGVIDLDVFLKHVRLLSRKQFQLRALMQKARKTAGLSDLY
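Steps: Tsg101 binding domain dispensed (10 uM final), compounds pinned in DMSO, FITC-labeled PTAP-motif peptide added (50 nM final); after 20 min binding at room temperature, polarization measured.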
uPA surface inh = blocks generation of uPA at the cell surface. cell surface uPA generation assay, qHTS. AID 540303. Potency, µM (doses to about 38.3 µM), without a hit: top-dose activity change, negative = inhibition, hits mostly inhibitors. 330,000 compounds, 0.31% hits; active = well fitted inhibition curve with a large enough effect; inconclusive = small, poorly fitted or top-dose-only effect; inactive = no such curve, though single readings can be large or run the other way; tested in mouse RAW 264.7 cells; note: potency is the fitted concentration of half-maximal effect; % is set by controls: 0 for no effect and ±100 for the full control effect; nearly all actives have a fitted effect of over 55% in size
BRCA1 expr act = BRCA1 expression activation | Potency, µM (doses to about 46.1 µM), for inactives: at the highest dose activation, usual class: activators | AID 624202 | MCF7-BRCA1-FFLuc reporter, luminescence, 48 h; response scale: scaled: vehicle 0%, 10 µM genistein 100% | 380,000 compounds, 1.1% hits; note: potency is the fitted concentration of half-maximal effect; nearly all actives have a fitted effect of over 80% in size; some results filed as inactive show a strong effect at the top dose
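48 h compound treatment of MCF7-BRCA1-FFLuc cells (phenol-red free MEM, 37 °C), then 15 min with luciferase substrate and luminescence imaging.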
p53 reactivator = restores transcriptional activity of mutant p53 | H1299 p53-A138V BP100-luciferase reporter, luminescence, 24 h | Potency, µM (titrated, usually from 92.2 µM), for the others: at the top dose activity change, positive = activation, most hits filed as activators | 320,000 compounds, 0.063% hits | AID 504706; note: potency is the fitted concentration of half-maximal effect; % of control where 0% means no effect; nearly all actives have a fitted effect of over 45% in size
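p53-null H1299 cells stably carrying temperature-sensitive p53-A138V and a BP100-luciferase reporter were pinned with compounds (4-point, 1:5 series) and held 24 hrs at 37 deg C. Luminescence was read 10 min after detection reagent.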
a7 integrin act = activators of alpha7 integrin expression for muscular dystrophy; alpha7betagal myoblasts, beta-gal FDG fluorescence, 48 h; AID 624291; Potency, µM (series often up to 38.3 µM), without a hit: top-dose activation, most hits filed as activators; 350,000 compounds, 0.064% hits;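 note: potency is the fitted concentration of half-maximal effect; 100% = response of the positive control SU9516; nearly all actives have a fitted effect of over 60% in size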
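alpha7betagal+/- myoblasts (passage 13, 250/well) treated 48 h at 37C with compounds at 1:260 dilution of DMSO stock. Lysed, then beta-galactosidase activity read as FDG fluorescence (ex 480/em 540) after 30 min, with pre-read for autofluorescence.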
TRPV1 ag = agonists of human vanilloid receptor 1 (TRPV1); TRPV1-expressing cells, Fluo-8 calcium influx, agonist mode; activation, % at 8.33 µM; 320,000 compounds, 0.19% hits; in the data active = activation above about 80%; inconclusive = between about 30% and that limit; note: 0% is about no effect
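Fluo-8 calcium influx in TRPV1-expressing cells, kinetic read (ex 480/em 520 nm). Compound added and read 3 min for agonist activity, followed by capsaicin at EC20 final and 2 min further read for enhancement.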
Eya2 phos inh = blocks the phosphatase activity of human Eya2 | 330,000 compounds, 0.006% hits | Potency, µM (series often up to 76.9 µM), for the others: top-dose activity, negative = inhibition, usual class: inhibitors | recombinant Eya2, OMFP fluorescence dephosphorylation (OMFP is methylfluorescein phosphate); note: potency is the fitted concentration of half-maximal effect; % is set by controls: 0 for no effect and ±100 for the full control effect
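Eya2 (0.2 uM) preincubated 10 min at ambient with compound, then OMFP substrate added at 50 uM; 10 min reaction in 50 mM HEPES pH 7.5, 50 mM NaCl, 5 uM MgCl2, 0.05% BSA, 1 mM DTT. Fluorescence read at Ex 485/Em 525 nm.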
ASM inhibitor = blocks human secretory acid sphingomyelinase; P17405; placental ASM, HMU-PC fluorogenic substrate, 60 min; Potency, µM (highest dose often 57.5 µM), without a hit: at the top dose activity change, negative = inhibition, actives largely listed as inhibitors; 340,000 compounds, 0.006% hits; AID 504937; note: potency is the fitted concentration of half-maximal effect
Target sequence (P17405 47-631 limits assumed): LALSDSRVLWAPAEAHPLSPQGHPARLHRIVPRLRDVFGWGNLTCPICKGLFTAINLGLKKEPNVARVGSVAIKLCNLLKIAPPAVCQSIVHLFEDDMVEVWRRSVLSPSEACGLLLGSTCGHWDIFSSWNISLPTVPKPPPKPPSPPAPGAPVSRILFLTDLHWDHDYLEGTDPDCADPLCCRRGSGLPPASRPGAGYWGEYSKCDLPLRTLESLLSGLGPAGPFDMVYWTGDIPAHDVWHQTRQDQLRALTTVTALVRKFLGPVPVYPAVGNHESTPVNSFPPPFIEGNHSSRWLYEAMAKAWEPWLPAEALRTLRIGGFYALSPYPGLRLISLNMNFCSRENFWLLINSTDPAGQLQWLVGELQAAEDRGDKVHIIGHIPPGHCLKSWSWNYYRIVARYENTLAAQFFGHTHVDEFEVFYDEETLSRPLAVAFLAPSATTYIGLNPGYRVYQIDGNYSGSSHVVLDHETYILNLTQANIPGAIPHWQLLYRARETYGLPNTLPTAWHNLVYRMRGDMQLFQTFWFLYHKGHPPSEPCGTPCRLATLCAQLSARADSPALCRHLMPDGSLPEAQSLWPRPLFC
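HMU-PC0 cleavage (9 uM final) by human placental ASM, 60 min at 37 °C following 10 min compound exposure at RT; stopped at pH 10, fluorescence Ex 386/Em 447 nm.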
B2AR arrestin = beta2AR (human) beta-arrestin recruitment activity; beta-arrestin recruitment to beta2AR, cell-based reporter; Potency, µM (doses to about 46.1 µM), for inactives: at the highest dose activation, actives largely listed as activators; 330,000 compounds, 0.02% hits; P07550;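 note: potency is the fitted concentration of half-maximal effect; 0% = DMSO controls and full agonism = EC100 isoproterenol or metaproterenol; nearly all actives have a fitted effect of over 65% in size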
Active calls of the source: *; ? = inconclusive; · = not tested or not shown; [ ] = dose if it differs, or a comment. Unless noted, calls come from the whole dose curve; as a rule, active = well fitted curve in the direction sought with a large enough effect; inconclusive = small, poorly fitted or top-dose-only effect, or another doubt; inactive = no such curve, though single readings can be large; an effect the other way counts as inactive or inconclusive.

SMILES	USP2a inh	ELG1 genotoxic	TSG101-PTAP inh	uPA surface inh	BRCA1 expr act	p53 reactivator	a7 integrin act	TRPV1 ag	Eya2 phos inh	ASM inhibitor	B2AR arrestin
CCCCN(C(=O)/C=C/c1ccco1)c1c(N)n(Cc2ccccc2)c(=O)[nH]c1=O	2%	6%	0%	0%	-9%	-1%	13%	7	2%	1%	-0.3%
CCOC(=O)CNC(=O)CSc1nnc(Cn2c(=O)sc3ccccc32)n1-c1ccccc1C	-2%	0%	4%	·	-7%	-34%[inhibitor]	-19%	-5	0%	3%	0.1%
Cc1cc(O)c(C(C)C)cc1NC(=S)Nc1cc(C(C)C)c(O)cc1C	·	·	-1%	9%	-80%	·	-24%	·	·	-1%	·
Cc1cccn2c(=O)nc(SCC(=O)N3CCOCC3)nc12	2%	3%	0%	4%	2%	1%	-1%	-4	2%	1%	0.1%
O=C(c1ccc2c(=O)n3c(nc2c1)CCCCC3)N1CCN(c2ccc(Cl)cc2)CC1	-2%	0%	-6%	-23%	-56%	·	-20%	-1	7%	-17%	-0.7%
CC(=O)NNC(=O)c1sc(=S)n(C)c1C	1%	1%	1%	0%	-3%	3%	-8%	2	-1%	0%	-0.9%
COCCN(CC(=O)Nc1cccc(C)c1C)C(=O)Cc1cccs1	2%	0%	0%	16%	-1%	-4%	23%	0	15%	1%	-0.3%
O=C(Cn1ccc(NC(=O)OCc2ccccc2)nc1=O)NCC1CCCO1 (stereo unspecified)	1%	0%	2%	4%	8%	3%	-9%	-7	2%	6%	-0.3%
Cc1ccc2cc(NC(=O)Cc3ccccc3)ccc2n1	0%	?	-6%	?	4.5µM*	13%	-25%	5	14%	-1%	-0.9%
O=C(O)CCc1ccc(-c2ccc(Br)cc2)o1	1%	4%	-10%	-17%	50%	-42%[inhibitor]	-5%	6	-3%	7%	2.9%
Cc1ccnc2nc(C(=O)OCC(=O)c3ccc(Cl)cc3)nn12	-1%	1%	1%	8%	-1%	7%	-8%	-1	4%	-1%	0.3%
O=C(CN1CCCCCC1)Nc1ccc(Br)cc1	0%	14%	·	4%	40%	13%	9%	6	10%	0%	-2.2%
COc1ccc(NC(=O)CSc2nnc(-c3cccs3)n2N)cc1S(N)(=O)=O	-3%	1%	1%	5%	13%	5%	6%	·	-19%	8%	-0.1%
CCc1nc2c(c(SC)nn2-c2ccccc2)c(N)c1C(=O)OC	-1%	-4%	0%	-4%	-22%	-1%	14%	3	-2%	-7%	0.1%
CC(=O)Nc1cccc(NC(=O)CSc2nccn2Cc2ccccc2)c1	0%	-10%	·	-4%	-30%	-11%	-44%	9	-3%	7%	0.1%
CCOc1ccccc1N1CCN(C2=C(NS(=O)(=O)c3cccs3)C(=O)c3ccccc3C2=O)CC1	-1%	-24%	-9%	10%	-64%	-8%	-5%	-2	11%	-14%	-0.1%
Cc1cccnc1NC(=S)Nc1ncccc1C	0%	?	-4%	-9%	78%	?	?	3	0%	-2%	-0.4%
CCC(=O)Nc1c(C)cc(C)cc1Cl	-2%	-6%	1%	-5%	14%	-1%	43%	3	-5%	1%	0.3%
O=[N+]([O-])c1cc(C(F)(F)F)ccc1N/N=C/c1cc2ccccc2nc1Cl	0%	0%	·	·	·	4%	·	0	-18%	·	0.0%
O=C1CC2C(CCC23OCCO3)c2ccc3ccccc3c21 (stereo unspecified)	·	·	-12%	-5%	10µM*	·	3%	·	·	-1%	·
O=C(Nc1ccc2ccccc2n1)C1CCCCC1	-1%	?	-2%	3%	2.8µM*	?	19%	?	-4%	-1%	-0.1%
COC(=O)c1ccc(CSc2nnc(NC(=O)c3cc4c(s3)CCCC4)s2)cc1	5%	?	-1%	10%	13%	8%	6%	9	9%	0%	0.3%
CC1CCN(CCNC(=O)CN(C)S(=O)(=O)c2cccc3nsnc23)CC1	1%	-5%	-1%	1%	3%	-17%	-9%	-2	-8%	3%	-0.8%
CCOc1ccc(C2CC(c3ccccc3C)n3ncnc3N2)cc1 (stereo unspecified)	0%	1%	-4%	17%	-2%	-4%	-3%	-3	-12%	9%	0.5%
CC(C)C1=C2CCCCC2NC(=O)N1 (stereo unspecified)	1%	0%	-8%	2%	-32%	-4%	24%	-2	21%	7%	-0.2%
CCc1ccc(CCC(=O)N2CCN(S(=O)(=O)c3sc(C(=O)O)c(C)c3C(=O)O)CC2)cc1	·	·	-3%	7%	-2%	·	4%	·	·	-1%	·
CCc1ccc(C(=O)N/N=C/c2cccc3ccccc23)nc1	-1%	?	-3%	-5%	?	32µM*	13%	17	4%	3%	-0.4%
CC1CC(C)CN(CCOCCSc2ccccc2)C1 (stereo unspecified)	1%	-10%	-3%	0%	-25%	6%	-45%[inhibitor]	12	5%	6%	3.3%
Cn1cnnc1SCc1ccc(C(=O)N/N=C(\CCC(=O)O)c2ccc(C(C)(C)C)cc2)cc1	0%	13%	1%	1%	-10%	23%	13%	2	9%	1%	-1.6%
O=C(N/N=C/c1ccc(Br)o1)c1cccnc1	2%	4%	2%	9%	-12%	0%	-10%	-2	-2%	3%	2.8%
Cc1nn(C(=O)c2cccs2)c(C)c1CN1C(=O)c2ccccc2C1=O	-2%	0%	-5%	1%	-4%	5%	-21%	-5	2%	0%	-0.1%
OC(CN1CCc2ccccc2C1)c1ccccc1 (stereo unspecified)	2%	1%	-2%	-9%	15%	-2%	5%	-2	-26%	7%	0.1%
Cc1ccc(C2=NN(C(=O)CCCC(=O)O)C(c3ccco3)C2)cc1 (stereo unspecified)	0%	6%	-1%	-10%	-15%	6%	36%	3	-5%	4%	-0.3%
Cc1ccccc1-c1nc2cc(Cl)ccc2o1	1%	?	-1%	0%	-26%	?	-35%	-3	6%	-3%	0.1%
CC(=O)Nc1ccc(N2C(=O)C3C4CC(=O)C(c5ccccc54)C3C2=O)cc1 (stereo unspecified)	-1%	-4%	-7%	10%	48%	6%	8%	0	-21%	-8%	0.1%
O=C(O)CCCNC(=O)/C=C/c1ccco1	2%	1%	-3%	·	-34%	2%	13%	-2	6%	8%	-2.5%
CN1CCN(c2nnc(-c3ccccc3)c(-c3ccccc3)n2)CC1	-6%	-5%	-4%	-1%	0%	1%	18%	-4	5%	-2%	0.5%
COc1ccccc1N1CCN(Cc2cc(=O)c(OCC(=O)NC3CCCC3)co2)CC1	0%	0%	-4%	2%	-1%	-4%	6%	-7	3%	3%	0.3%
COCC(C)NC(=O)CSc1nc2cc(S(=O)(=O)N3CCCCC3)ccc2o1 (stereo unspecified)	1%	-1%	-2%	12%	10%	3%	27%	3	5%	2%	0.1%
COc1ccc(C(=O)O)cc1S(=O)(=O)Nc1ccccc1C(=O)NCc1ccc2c(c1)OCO2	0%	2%	-3%	3%	5%	10%	21%	-4	19%	5%	-1.0%
CC(NCc1ccc([N+](=O)[O-])cc1)C1COc2ccccc2O1 (stereo unspecified)	2%	-3%	-7%	1%	-38%	-2%	15%	0	-10%	-1%	-0.3%
CC(C)(C)c1ccc(C(=O)Nc2cnccn2)cc1	3%	0.65µM*	-7%	?	-10%	?	-15%	2	-19%	-2%	0.1%
CC(C)N1CCN(Cc2nc(-c3ccccc3)cs2)CC1CCO (stereo unspecified)	1%	6%	-2%	2%	40%	5%	-8%	4	11%	4%	3.7%
O=C(C1CCN(CC2CC=CCC2)CC1)N(CCc1ccccc1)Cc1ccccc1 (stereo unspecified)	-1%	-2%	1%	-1%	-39%	-2%	-10%	0	0%	2%	-1.0%
NC(=O)C1CCN(CC(=O)Nc2ccc(S(=O)(=O)N3CCOCC3)cc2)CC1	-2%	0%	-11%	0%	-15%	-8%	-14%	-3	-8%	-3%	-0.1%
Nc1nnc(SCC(=O)NC2CCCCCC2)s1	-2%	-2%	-2%	6%	29%	-3%	0%	1	20%	·	-0.9%
COCCCNC(=S)N(CCCO)Cc1cc2cc3c(cc2[nH]c1=O)OCO3	1%	7%	-5%	-8%	-26%	·	?	-22	-15%	33%[activator]	-0.4%
O=C1/C(=C/c2cccc(F)c2)Oc2cc(O)ccc21	?	1%	?	7%	16%	22%	-57%[inhibitor]	11	1%	11%	-0.2%
Cc1ccc(Cn2nc(C)c(NC(=O)c3noc4c3CCCCC4)c2C)cc1	0%	-8%	-4%	·	-1%	0%	-18%[7.66 µM]	-3	-7%	0%	0.0%

The order is random. About 2.6% of those tested had a hit in this group.
